# KDM5B inhibitor = inhibitors of human KDM5B histone demethylase; Q9UGL1; KDM5B demethylase, FDH-coupled NADH fluorescence (FDH is formaldehyde dehydrogenase); Potency, µM (highest dose often 57.7 µM), for the others: at the highest dose activity change, negative = inhibition, usual class: inhibitors; hit rate 2.6% among 220,000; active = well fitted inhibition curve with a large enough effect; inconclusive = small, poorly fitted or top-dose-only effect; inactive = no such curve, though single readings can be large or run the other way; note: 0% is about no effect; nearly all actives have a fitted effect of over 70% in size
# Target sequence (Q9UGL1 whole entry, looked up): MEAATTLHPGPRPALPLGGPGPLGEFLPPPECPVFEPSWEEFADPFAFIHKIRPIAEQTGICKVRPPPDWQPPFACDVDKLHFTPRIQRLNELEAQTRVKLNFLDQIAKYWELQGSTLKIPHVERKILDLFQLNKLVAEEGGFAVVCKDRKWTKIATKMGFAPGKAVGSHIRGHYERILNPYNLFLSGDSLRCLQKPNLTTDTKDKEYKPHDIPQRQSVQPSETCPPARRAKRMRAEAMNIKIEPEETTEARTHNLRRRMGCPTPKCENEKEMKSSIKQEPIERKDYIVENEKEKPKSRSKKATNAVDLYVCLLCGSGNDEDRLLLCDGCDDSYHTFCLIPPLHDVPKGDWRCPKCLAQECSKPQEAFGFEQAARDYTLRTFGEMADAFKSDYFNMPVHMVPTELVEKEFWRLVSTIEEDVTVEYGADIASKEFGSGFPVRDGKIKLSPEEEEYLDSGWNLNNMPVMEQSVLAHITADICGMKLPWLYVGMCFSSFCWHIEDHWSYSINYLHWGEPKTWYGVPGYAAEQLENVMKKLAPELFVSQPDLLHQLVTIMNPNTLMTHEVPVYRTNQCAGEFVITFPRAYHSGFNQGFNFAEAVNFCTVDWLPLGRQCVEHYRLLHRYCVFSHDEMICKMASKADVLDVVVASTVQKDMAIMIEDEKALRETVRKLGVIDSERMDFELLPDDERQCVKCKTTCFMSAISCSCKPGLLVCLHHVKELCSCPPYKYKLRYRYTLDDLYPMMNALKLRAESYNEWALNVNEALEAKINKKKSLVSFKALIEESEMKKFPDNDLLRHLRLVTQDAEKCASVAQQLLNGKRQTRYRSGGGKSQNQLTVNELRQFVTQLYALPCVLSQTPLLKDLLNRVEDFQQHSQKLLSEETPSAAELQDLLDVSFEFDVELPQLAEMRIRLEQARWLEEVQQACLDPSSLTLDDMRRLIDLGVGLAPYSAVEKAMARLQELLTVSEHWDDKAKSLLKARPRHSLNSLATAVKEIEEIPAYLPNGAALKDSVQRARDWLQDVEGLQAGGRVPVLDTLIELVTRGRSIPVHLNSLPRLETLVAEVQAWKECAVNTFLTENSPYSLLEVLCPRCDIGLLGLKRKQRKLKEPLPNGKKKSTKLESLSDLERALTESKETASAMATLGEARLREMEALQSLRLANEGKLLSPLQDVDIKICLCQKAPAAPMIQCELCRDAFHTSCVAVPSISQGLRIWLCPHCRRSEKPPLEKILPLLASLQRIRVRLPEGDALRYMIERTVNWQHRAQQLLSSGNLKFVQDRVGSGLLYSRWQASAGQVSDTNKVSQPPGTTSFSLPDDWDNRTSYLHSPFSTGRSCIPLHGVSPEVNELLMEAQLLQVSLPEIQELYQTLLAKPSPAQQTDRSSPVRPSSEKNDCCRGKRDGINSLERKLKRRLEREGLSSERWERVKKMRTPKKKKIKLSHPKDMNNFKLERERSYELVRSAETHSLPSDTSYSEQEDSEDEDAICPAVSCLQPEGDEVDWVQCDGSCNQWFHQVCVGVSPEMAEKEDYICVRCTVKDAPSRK
#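 Here, H3K4me3 peptide (12.5 µM in substrate mix) is demethylated by KDM5BΔAP, 200 nM final, after 10 min compound exposure. Formaldehyde product is coupled through FDH (0.25 U/mL in mix) to NADH fluorescence; 30-min ΔRFU feeds dose-response curves.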
# Numbers without * were called inactive; ? = inconclusive; [ ] = dose if it differs, or a comment. Potency is the fitted concentration of half-maximal effect.
canonical_smiles	KDM5B inhibitor
Cn1nccc1C(=O)N1CCC2(CC1)CC(N(Cc1ccccc1)C1CC1)CCO2 (configuration not stated)	9.2%
Cc1cc(C)cc(NC(=O)C(Nc2ccc3oc(C)nc3c2)c2ccccc2)c1 (configuration not stated)	?
O=[S+]([O-])(c1cccnc1)c1nnn2c1nc(N1CCOCC1)c1ccccc12	-2.9%[115 µM]
CC(=O)Nc1ccc(S(=O)(=O)NC[C@@H]2C=C(C)[C@H](CC(=O)NCCN3CCOCC3)C[C@H]2C(C)C)cc1	-22.0%
CC(C)NC(=O)C[C@@H]1C[C@H]2O[C@H](CNC3CCC3)[C@@H](O)[C@H]2O1	4.5%[86.2 µM]
COC(=O)CNC(=O)c1nc(-c2c(C)cccc2C)c2ccccn12	28.2µM*
Cc1cc(-c2ccc(C)c(S(=O)(=O)NCC3CCN(Cc4ccccc4F)CC3)c2)on1	-11.6%
Cc1ccc(OCC(=O)N2CCC(N3CC4CC(C3)[C@H]3CCCC(=O)N3C4)CC2)cc1 (some centres not stated)	?
O=C(O)/C(=C\c1ccc(Br)cc1)NC(=O)c1cccs1	16.9%
COc1cc(OC)cc(-c2onc(C)c2C(=O)NCc2cccc(C)c2)c1	-30.3%
Cc1ccc(Nc2nc(-c3cc4ccccc4oc3=O)cs2)cc1C	5.8%
O=C(CCC(=O)c1ccc(-c2ccccc2)cc1)Nc1cccnc1	20.2%
O=C(Nc1ccc(S(=O)(=O)Nc2nccs2)cc1)c1cc(=O)[nH]c2ccccc12	-6.2%
O=C(c1cc(F)ccc1F)N1CCN(c2nnc3ccc(Cl)cn23)CC1	?
CCCSc1nn(CCCN(C)C)c2nc3sc4c(c3c(=O)n12)CCCC4	-2.9%

# Arranged by molecular weight (rising): 5 of the compounds above
canonical_smiles	KDM5B inhibitor
CC(C)NC(=O)C[C@@H]1C[C@H]2O[C@H](CNC3CCC3)[C@@H](O)[C@H]2O1	4.5%[86.2 µM]
O=C(CCC(=O)c1ccc(-c2ccccc2)cc1)Nc1cccnc1	20.2%
Cc1cc(C)cc(NC(=O)C(Nc2ccc3oc(C)nc3c2)c2ccccc2)c1 (configuration not stated)	?
CCCSc1nn(CCCN(C)C)c2nc3sc4c(c3c(=O)n12)CCCC4	-2.9%
Cc1cc(-c2ccc(C)c(S(=O)(=O)NCC3CCN(Cc4ccccc4F)CC3)c2)on1	-11.6%

# (more compounds)
canonical_smiles	KDM5B inhibitor
COc1ccc2nc(SCC(=O)N(Cc3ccccc3)C3CCS(=O)(=O)C3)[nH]c2c1 (configuration not stated)	-1.2%
CN(C)C(=O)c1cccnc1OC1CCN(S(=O)(=O)c2ccc3c(c2)CCC3)C1 (configuration not stated)	26.8%
c1ccc(N2CCN(c3nc(N4CCCCC4)c4nccnc4n3)CC2)cc1	-8.2%
Cc1cccc(-c2noc([C@@H]3Cc4nc[nH]c4CN3C(=O)CCC(=O)O)n2)c1	-20.1%[86.2 µM]
CCOC(=O)c1c(C)oc2nc(C)nc(NCC3CCN(Cc4cccc(C)c4)CC3)c12	-18.8%
CCCc1cc(=O)oc2cc(OS(=O)(=O)c3ccc(C(C)=O)cc3)ccc12	243.5%[activator]
COc1ccc(-c2nnc(C[C@@H]3C[C@@H](C(C)C)[C@H](CNC(=O)c4cnccn4)C=C3C)o2)cc1	-17.2%
Cc1ccc(C)c(S(=O)(=O)c2nnn3c2nc(N2CCN(C)CC2)c2sccc23)c1	?
Cc1ccc(C2=NC3(CCN(C(=O)c4ccc(F)c(Cl)c4)CC3)ON2)cc1	-5.5%
COc1ccc(C)cc1NC(=O)c1oc2ccc(S(=O)(=O)N(C)C3CCCCC3)cc2c1C	2.5%
CN(CC(=O)Nc1ccc(Nc2ccccc2)cc1)C1=NS(=O)(=O)c2ccccc21	1.5%
COc1ccc(-c2cc(N3CCCC3)nc(N)n2)c2ccc(C)nc12	?
COC(=O)N/N=C/c1cc(Cl)c(OCc2ccccc2F)c(OC)c1	-2.0%
CCOc1ccccc1NC(=O)Cn1nc2c3cc(F)ccc3n(Cc3cccc(C)c3)cc-2c1=O	1.1%
CN(CCO)C[C@@H]1CN(C(=O)c2nc3ccccc3[nH]c2=O)C[C@@H]1CO	28.2µM*
Cc1cc(C)n(-c2nc3c(c(=O)n(CCN4CCCCC4)c(=O)n3C)n2C)n1	-8.8%
O=C1NCCCCCCN(C(=O)c2cccnc2)[C@H]2CCC[C@@H]12	-24.8%
CCC(C(=O)N1CCc2cn(CCOC)c3cccc(c23)C1)c1ccccc1 (configuration not stated)	?
CCOc1ccc2c(c1)c(C(C)=O)c(C)n2-c1ccccc1C	-26.0%
Cc1ccc(Cl)cc1NC(=O)Nc1cccc(-c2ccc(N3CCOCC3)nn2)c1	5.2%
COc1ccccc1CCNC(=O)c1ccc(OC)c(OC2CCN(C(C)C)CC2)c1	0.7%
Cc1ccccc1Cn1c(CN2CCC(C(=O)NCc3ccc(Cl)cc3)CC2)cc2ccccc21	-29.9%
Nc1ccccc1C(=O)Nc1ccccn1	?
CC(C)C(=O)NC(=S)Nc1c(Cl)ccc2nsnc12	?
Cc1cccc(-c2nc(C#N)c(NCCCN(C)C)o2)c1	?
CCOC(=O)c1ccc(NC(=O)CCCn2nc(C)c3sc4ccccc4c3c2=O)cc1	-24.1%
COc1ccc(OC)c(NC(=O)Cn2cnc3onc(-c4ccc(Cl)cc4)c3c2=O)c1	-26.0%
CSc1ccc(CN(C)C(=O)c2cc(F)cc(F)c2)cc1	22.0%
Cn1cnc(S(=O)(=O)N2CCC(C(=O)Nc3ccc(Cl)c(C(F)(F)F)c3)CC2)c1	-22.0%
O=C(NN1CCOCC1)c1cc(Cl)ccc1Cl	-20.9%
Cc1cc(C)n(-c2nc3ccccc3nc2Nc2ccc(Cl)c(Cl)c2)n1	-8.3%
COCc1nc(N2CCN(c3ccc(OC)cc3)CC2)ncc1C(=O)O	-7.1%
COc1ccccc1CCC(=O)N1CCC2(CC1)N(c1ccccc1)C(=O)CS2(=O)=O	-1.7%
COc1ccc(CC(=O)Nc2nonc2-c2ccc(OC)c(OC)c2)cc1	1.3%
CNC(=O)CN(C)c1nc(-c2ccncc2)nc2ccccc12	4.6%
CCCCn1c(=O)c2ccccc2n(CC(=O)Nc2cccc(C(F)(F)F)c2)c1=O	1.1%
COc1ccc(-c2nc(CN3CCCC3c3nnc4ccccn34)co2)cc1 (configuration not stated)	14.3%
CC(=O)N1C2C=CC(C2)C1(C(F)(F)F)C(F)(F)F (configuration not stated)	-11.2%
Cc1c(-c2ccccc2)oc2c(C(=O)OCC(=O)OC(C)(C)C)cccc2c1=O	4.7%
CCOC(=O)c1ccc(Oc2c(C)oc3cc(OC(=O)c4ccc5c(c4)OCO5)ccc3c2=O)cc1	?
CCOc1ccc(C2NC(=O)NC(CS(=O)(=O)c3cc(Cl)ccc3OC)=C2C(=O)OC)cc1 (configuration not stated)	1.9%
COc1ccc(-n2c(SCC(=O)Nc3ccccc3)nc(O)cc2=O)cc1	10.3%
CCNc1c(NC(=O)NCc2ccc(C)cc2)c(=O)oc2ccccc12	8.7%
Cc1ccc(OCC(O)Cn2c(N(C)Cc3ccccc3)nc3c2c(=O)[nH]c(=O)n3C)cc1 (configuration not stated)	7.6%
Cc1cc2oc(=O)cc(COC(=O)c3n[nH]c4ccccc34)c2cc1Cl	9.3%

# Reprinted at random: two entries already listed.
canonical_smiles	KDM5B inhibitor
CC(=O)N1C2C=CC(C2)C1(C(F)(F)F)C(F)(F)F (configuration not stated)	-11.2%
COc1ccc(-c2nc(CN3CCCC3c3nnc4ccccn34)co2)cc1 (configuration not stated)	14.3%

# (cont.)
canonical_smiles	KDM5B inhibitor
CN1c2cc(C(=O)Nc3ccc(Br)cc3)ccc2C(=O)N2CCCCC21 (configuration not stated)	?
COc1ccc(-n2nc3n(c2=O)CCN(Cc2ccc(C#N)cc2)C3)cc1	?
CC(C)C1CNC(Cc2ccccc2)CN1C(=O)OC(C)(C)C (configuration not stated)	-4.6%[149 µM]
CNn1cnc2ccsc2c1=O	0.9%
CC(CNC(=O)c1ccc(Cn2c(=O)c3cccn3c3cccnc32)cc1)c1ccccc1 (configuration not stated)	?
Cc1cccc2c(=O)cc(CSc3ccccc3NC(=O)c3cccc(F)c3)[nH]c12	-13.9%
COc1cccc(C(=O)N2c3cc(C)ccc3C(C)(c3ccccc3)CC2(C)C)c1 (configuration not stated)	-13.8%
O=C(CNC(=O)c1ccccc1F)Nc1ccc(Cl)c(S(=O)(=O)N2CCCCC2)c1	7.4%
COCCNC(=O)CCN1C(=O)c2cccnc2Oc2ccc(C)cc21	-5.3%
O=C1c2c(nc(COc3ccccc3)n2Cc2ccccc2)NCCN1CC1CC1	-19.9%[86.2 µM]
Cc1cccc(C(=O)N2CCCC(c3nn(-c4ccc(F)cc4)c(=O)[nH]3)C2)c1 (configuration not stated)	17.2%
CS(=O)(=O)N1CCC(OC2CCN(C(=O)c3cccnc3)CC2)CC1	-9.7%
Cc1cccc(CNC(=O)c2cc3n(n2)CC(c2ccc4c(c2)OCO4)OC3)c1 (configuration not stated)	?
CCOc1cc(-c2nc(C3CC(=O)N(c4ccc(Cl)cc4)C3)no2)cc(OCC)c1OCC (configuration not stated)	-1.1%
CCOC(=O)c1ccc(NC(=O)COC(=O)c2cn(CC)c3nc(C)ccc3c2=O)cc1	?
CCOC(=O)CCCNC(=S)Nc1c(C)cccc1C	14.9%
Cn1cnnc1CC1CCCN(S(=O)(=O)c2ccc3c(c2)C(C)(C)C(=O)N3)C1 (configuration not stated)	-4.2%
Cc1ccc(CN(CCc2ccccc2)C(=O)c2ccc(C#N)cc2)s1	-2.6%
COc1ccc(F)cc1C(=O)/C=C/c1ccc(SC)cc1	-5.0%
CCOC(=O)c1oc2c(c1C)/C(=N\O)CCC2	8.1%
O=[N+]([O-])c1ccc(Cl)c(/C=N/Nc2nc(Cl)c(Cl)cc2Cl)c1	-5.4%
COC(=O)C(CCSC)NC(=O)c1c(C)oc2ncn(CC(C)C)c(=O)c12 (configuration not stated)	8.4%
CS(=O)(=O)N1CCc2ccc(C(=O)Nc3ccc(Oc4ccccc4)cc3)cc21	?
CC1=NN(c2cccc(Cl)c2)C(=O)C1	-31.0%
CCOc1cc(=O)n2c(c1C(=O)NCc1cccc(F)c1)CCCCC2	-4.0%
C=C(C)Cn1c(NCCC)nc2c1c(=O)[nH]c(=O)n2C	2.8%
N#Cc1ccc(C(=O)N2C[C@@H](Oc3ccccc3)C[C@H]2C(=O)NC2CC2)cc1	-5.7%
O=C(CCC(=O)N/N=C/c1ccc(Br)o1)N/N=C/c1ccc(Br)o1	12.4%
CCn1cc(CN2CCC(n3nccc3NC(=O)CCc3ccccc3)CC2)cn1	20.0%
O=S1(=O)C[C@H](N2CCN(Cc3ccc4c(c3)OCO4)CC2)[C@@H](S(=O)(=O)c2ccccc2)C1	25.1%
O=C(Nc1ccc(Oc2ccccc2)cc1)N[C@H]1CO[C@H]2[C@@H]1OC[C@@H]2n1nnnc1Oc1ccc(-n2cncn2)cc1	-8.6%
CCOc1ccc(C(=O)NC2(C(=O)OC)CCCCC2)cc1OC	1.0%
O=C(N/N=C/c1cc2c(cc1Cl)OCO2)c1cccc(Br)c1	?
CC(c1nnc(SCC(=O)Nc2ccc(Cl)cc2)n1C)N1C(=O)COc2ccccc21 (configuration not stated)	5.6%
Cc1noc(C)c1CC(=O)N1CCC(Cc2noc(-c3ccccc3)n2)C1 (configuration not stated)	17.8%
COc1ccc(OC)c(NC(=O)c2c(NCc3sccc3C)sc3c2CCCCC3)c1	?
CCCOC(=O)c1c(-c2cccc(C)c2)csc1NC(=O)c1ccncc1	-18.5%
COCCn1ncc(N2CCC(C(=O)NCc3ccc(OC)c(OC)c3)C2)cc1=O (configuration not stated)	1.2%
COc1cccc(-c2nc(CS(=O)(=O)CC(=O)Nc3ccc(F)cc3C)c(C)o2)c1	-1.1%
O=C(O)C1(Oc2ccc3ncccc3c2)CCN(c2cnccn2)CC1	?
COc1ccc(S(=O)(=O)NC[C@H]2COCc3nc4cc(C)ccc4n32)cc1	-19.1%[86.2 µM]
CC(C)C[C@@H]1N[C@H](C(=O)NCC2CC2)Cc2cn(Cc3cccnc3)c3cccc1c23	?
Cc1ccc(NC(=S)NCCc2ccccc2)cc1	5.8%
CN(c1ccccc1)S(=O)(=O)c1ccc(NC(=O)C2CC2)cc1	27.1%
CCNC(=O)[C@@H]1C[C@H](NC(=O)c2ccc(CC)s2)CN1C1CCOCC1	-26.9%
O=C(c1ccn[nH]1)N1C[C@@H](COc2cccnc2)[C@H](c2ccncc2)C1	-17.1%
CCOc1cc(=O)n2c(c1C(=O)NCc1cc(OC)ccc1OC)CCCC2	-8.7%
COc1ccc(NC(=O)CCc2nnc3n(Cc4ccccc4Cl)c(=O)c4ccccc4n23)cc1	5.1%
O=C([C@@H]1C[C@H](F)CN1C(=O)c1ccc(C(F)(F)F)cc1)N1CCCCC1	-6.5%
O=C1N(Cc2cccc(F)c2F)CCCC1(O)CNCc1ccccc1 (configuration not stated)	25.6%
CCn1nc(C(=O)N2CCNC(=O)C2)c2ccccc2c1=O	18.0%
CCN(Cc1ccc(C(N)=O)cc1)C1CCCC1	-11.3%
Cc1cc(F)ccc1S(=O)(=O)N1CCCOC1CNC(=O)C(=O)NCCN1CCOCC1 (configuration not stated)	5.7%

# Bioassay records as filed in PubChem.

# A portion of the library; count on the stated rates, not on these rows.
